Screening data: PubChem BioAssay, several laboratories
Ba/F3 V617F tox – lowers viability of Ba/F3 cells expressing EpoR and JAK2V617F; ATP luminescence; inhibition, % at 5.6 µM; hit rate 1.1% among 220,000;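 active = inhibition above the campaign mean plus 3 SD over all tested compounds, cut at about 24% in these data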;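 also: cytokine-independent growth of Ba/F3 cells driven by EpoR plus mutant JAK2; 0% = DMSO-treated cells and 100% = JAK inhibitor I control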
NPY-Y2 PAM-ag – potentiators or agonists of human neuropeptide Y receptor Y2 | P49146 | cells expressing NPY-Y2, potentiator/agonist read-out | activation, % at 3.6 µM | hit rate 0.45% among 220,000; in the data active = activation above about 27%;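 also: cells stimulated with NPY near EC25 plus isoproterenol at EC100; 0% = vehicle plus submaximal agonist and 100% = vehicle plus saturating agonist; some results beyond the cut were filed as inactive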
S1P4 ag – activates the human S1P4 receptor; S1P4-expressing cell line, agonist reporter assay; activation, % at 4.98 µM; hit rate 0.35% among 220,000; AID 1509; in the data active = activation above about 11%;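 also: 0% = DMSO vehicle and 100% = reference agonist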
NPY Y1 blocker – blocks the human neuropeptide Y Y1 receptor; P25929; HEK293-CNG Y1 cells, membrane potential fluorescence; NPY at EC95, then isoproterenol; inhibition, % at 3.6 µM; hit rate 1% among 200,000; AID 1040;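 active = inhibition above the campaign mean inhibition of all tested compounds plus 3 SD, cut at about 20% in these data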;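 also: 0% = DMSO wells given NPY plus isoproterenol and 100% = isoproterenol alone without NPY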
Target sequence (P25929 whole entry, looked up): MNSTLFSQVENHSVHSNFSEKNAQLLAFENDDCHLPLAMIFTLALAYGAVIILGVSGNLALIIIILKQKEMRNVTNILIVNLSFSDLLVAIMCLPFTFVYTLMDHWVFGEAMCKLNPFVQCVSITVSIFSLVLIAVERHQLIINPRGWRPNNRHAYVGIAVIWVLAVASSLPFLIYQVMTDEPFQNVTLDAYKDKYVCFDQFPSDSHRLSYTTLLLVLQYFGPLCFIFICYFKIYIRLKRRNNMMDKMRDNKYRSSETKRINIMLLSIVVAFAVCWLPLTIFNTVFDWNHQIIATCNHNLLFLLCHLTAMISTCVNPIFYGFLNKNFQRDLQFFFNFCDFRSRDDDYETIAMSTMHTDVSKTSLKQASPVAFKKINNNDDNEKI
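Benchmarks – high control isoproterenol alone, low control NPY with isoproterenol · Material – HEK293 Y1/CNG channel cell line · Times – dye 3 h, compound 60 min room temperature, stimulation 45 min · Probe or stimulus – NPY (25 nM), isoproterenol (1 µM), Ro 20-1724 (25 µM) · Evaluation – % inhibition of NPY effect · Signal – fluorescence, membrane potential probe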
BaF3 tox – counter-screen for JAK2V617F inhibitors: parental Ba/F3 viability inhibitors. CellTiter-Glo ATP luminescence. inhibition, % at 5.6 µM. hit rate 1.1% among 220,000;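 active = inhibition above a per-campaign cutoff, the mean inhibition of all tested compounds plus 3 SD, cut at about 27% in these data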;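 also: 0% = DMSO wells and 100% = JAK Inhibitor I control wells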
NCF1 inh – p47phox (human) inhibition | p47phox/p22phox peptide binding, fluorescence polarization, 2 h | inhibition, % at 24.7 µM | hit rate 0.53% among 220,000 | AID 1274;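 active = inhibition above about 30%, limit read from the data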;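 also: 0% = p47phox with labelled peptide and 100% = labelled peptide alone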
Target sequence (P14598 whole entry, looked up): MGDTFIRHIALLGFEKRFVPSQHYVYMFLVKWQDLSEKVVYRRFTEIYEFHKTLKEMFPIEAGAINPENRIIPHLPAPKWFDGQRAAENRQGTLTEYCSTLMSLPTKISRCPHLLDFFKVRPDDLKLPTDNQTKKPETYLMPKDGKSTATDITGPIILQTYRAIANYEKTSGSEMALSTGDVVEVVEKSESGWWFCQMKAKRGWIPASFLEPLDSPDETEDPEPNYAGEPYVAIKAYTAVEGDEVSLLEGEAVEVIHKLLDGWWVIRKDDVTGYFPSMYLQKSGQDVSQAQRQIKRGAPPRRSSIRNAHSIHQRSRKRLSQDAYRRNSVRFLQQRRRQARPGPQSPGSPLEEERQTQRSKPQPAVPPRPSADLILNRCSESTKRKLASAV
NPY1 pot ag – potentiators or agonists of human neuropeptide Y receptor Y1 | AID 1304 | P25929 | NPY-Y1 expressing cells, potentiator/agonist activation | hit rate 0.37% among 220,000 | activation, % at 3.6 µM; in the data active = activation above about 33%, passing the limit was not always enough;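 also: cells stimulated with NPY at EC10 then isoproterenol at EC100; 0% = low agonist plus stimulus and 100% = saturating agonist plus stimulus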
CHOP inh – inhibitors of CHOP induction in ER stress response | hit rate 3.8% among 220,000 | inhibition, % at 10 µM | AID 2732 | CHO-K1 CHOP-promoter luciferase, tunicamycin-induced, 15-18 h;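 active = compounds that reduced the stress-induced luciferase reporter signal by more than about 70% of percent inhibition, limit read from the data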;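 also: 0% = tunicamycin plus vehicle and 100% = wells without tunicamycin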
S1P4 antagonist – blocks the human S1P4 receptor; S1P4-expressing cells, antagonist mode, reporter read-out; inhibition, % at 4.98 µM; hit rate 0.26% among 220,000; in the data active = inhibition above about 29%;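 also: 0% = wells stimulated with agonist and 100% = vehicle wells without agonist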
* marks the source's active call; other numbers are inactive results; · = no result given.

Every second line gives: Ba/F3 V617F tox	NPY-Y2 PAM-ag	S1P4 ag	NPY Y1 blocker	BaF3 tox	NCF1 inh	NPY1 pot ag	CHOP inh	S1P4 antagonist
- CCS(=O)(=O)N1Cc2ccccc2CC1C(=O)OCC(=O)N(C(C)C)C(C)C (stereo not given)
    0	5	-0.1	-2	3	-16	33	23	-3
- COCCCNC(=O)c1ccc(Cn2c(=O)[nH]c3ccccc3c2=O)cc1
    -2	-14	12*	0	4	1	-14	-11	-3
- O=C(CN1CCOCC1)Nc1ncc(Cc2ccccc2Cl)s1
    -6	6	0.3	0	1	-12	24	-2	-3
- COc1cccc(/C=N/n2c(-c3cccs3)n[nH]c2=S)c1
    3	-7	0.9	5	3	-11	6	-21	4
- O=C(Nc1ccc2oc(=O)ccc2c1)c1cccnc1
    -1	3	0.5	0	3	-11	5	3	12
- OCCC1CN(Cc2ccccc2-c2ccco2)CCN1Cc1ccccc1 (stereo not given)
    -3	-24	-2.0	9	4	1	-7	36	-7
- Cc1ccc(S(=O)(=O)CCc2nnc(NC(=O)COc3cccc(C)c3)s2)cc1
    -4	9	1.1	6	2	2	13	20	-4
- O=C(NCc1cccnc1)c1cccs1
    1	5	-0.2	-3	4	-7	7	17	-15
- COc1ccc(NC(=O)C(c2ccc(C)cc2)N(C)C(=O)Cc2cccs2)cc1 (stereo not given)
    2	1	-1.9	3	9	1	-1	51	-17
- COC(=O)Cc1ccc(OCC(=O)Nc2ccc(OC(F)(F)F)cc2)cc1
    -3	-15	1.6	2	4	2	-4	39	-17
- C=CCn1c(SCC(=O)NC(N)=O)nnc1-c1cc2c(s1)CCC(CC)C2 (stereo not given)
    -3	-1	3.9	-2	0	-12	5	25	-21
- Cc1ccc(C)n1-c1sc2c(c1C#N)CCCC2
    -5	10	1.0	1	0	-16	-28	-12	-8
- COc1cc(Cn2ccnc2)c(OC)cc1Cn1ccnc1
    -1	-1	2.2	6	5	7	16	4	-9
- CCNC(=S)N1CCCC(C(N)=O)C1 (stereo not given)
    -1	1	2.2	1	-1	3	-3	10	-6
- COc1cc(-c2nnc(CSc3nnc(Nc4ccc(C(C)C)cc4)s3)o2)cc(OC)c1OC
    -1	9	1.5	4	3	-40	23	52	-9
- CCc1ccc(N2C(=O)C(Cl)=C(N3CCOCC3)C2=O)cc1
    -4	1	1.2	4	7	4	-1	6	-5
- CCOc1ccc(CO/N=C/c2c(C)[nH]c(=O)[nH]c2=O)cc1
    0	-14	4.6	12	4	-9	-17	17	-3
- CN1C=CC2=C(C#N)C(N)C(C#N)(C#N)C(c3ccccc3)C2C1 (stereo not given)
    -5	-4	2.7	2	0	-3	14	-8	-20
- O=C(O)/C=C/C(=O)NCCNc1ncc(C(F)(F)F)cc1Cl
    7	-1	0.2	-2	12	-1	-27	5	-1
- CCOc1ncccc1C(=O)N1CCN(C(=O)c2ccccc2)CC1
    -6	1	1.5	-2	0	4	7	-10	-11

Next results follow.
Abbreviations – A = Ba/F3 V617F tox; B = NPY-Y2 PAM-ag; C = S1P4 ag; D = NPY Y1 blocker; E = BaF3 tox; F = NCF1 inh; G = NPY1 pot ag; H = CHOP inh; I = S1P4 antagonist
COc1ccc(-n2nnnc2SCC(=O)N2CCN(C(=O)c3ccco3)CC2)cc1OC
  A: -1; B: 6; C: 0.5; D: -4; E: 5; F: -3; G: -4; H: 8; I: 0
CCOc1ccc(Cc2c(Cl)nc(N)nc2Cl)cc1
  A: 0; B: -17; C: 0.2; D: 7; E: 7; F: -32; G: -17; H: 8; I: -15
CCc1cc2c(=O)n(Cc3ccco3)c(SCc3c(C)noc3C)nc2s1
  A: 5; B: -24; C: 1.2; D: 4; E: 3; F: -35; G: -10; H: ·; I: -8
O=C(O)C1CCCN1c1ncccc1[N+](=O)[O-] (stereo not given)
  A: 5; B: 3; C: 1.2; D: 0; E: 9; F: 8; G: -16; H: -20; I: 0
CN1c2ccccc2C(C)(C)C12CC(c1ccc(Cl)c(S(=O)(=O)N3CCCC3)c1)=NO2 (stereo not given)
  A: -3; B: 12; C: -0.7; D: 0; E: 2; F: -34; G: 1; H: 40; I: -8
Cc1[nH]nc2c1-c1nc3ccccc3nc1C(C)(C)C2
  A: 1; B: -2; C: 1.0; D: -4; E: -2; F: -10; G: -4; H: 38; I: -15
CNC(=O)C(=O)NCC1OCCCN1S(=O)(=O)c1cccs1 (stereo not given)
  A: -3; B: 20; C: 1.2; D: 2; E: 6; F: -3; G: 13; H: 35; I: -16
CCOC(=O)N1CCN(c2c(NCc3ccc(F)cc3)c(=O)c2=O)CC1
  A: 16; B: -13; C: 2.6; D: ·; E: 31*; F: -5; G: 21; H: -19; I: 5
Cc1ccccc1OCC(=O)N/N=C/c1cn(Cc2ccccc2)c2ccccc12
  A: -2; B: 10; C: -0.1; D: -4; E: 3; F: -9; G: 32; H: 73*; I: -18
CCn1c(SCC(=O)Nc2ccc(OC)cc2)nc2nc3c(cc2c1=O)COC(C)(C)C3
  A: 1; B: -13; C: -2.0; D: ·; E: -5; F: -12; G: -1; H: -12; I: 2

8 consecutive records already listed, for reference:
Abbreviations – A = Ba/F3 V617F tox; B = NPY-Y2 PAM-ag; C = S1P4 ag; D = NPY Y1 blocker; E = BaF3 tox; F = NCF1 inh; G = NPY1 pot ag; H = CHOP inh; I = S1P4 antagonist
Cc1ccc(C)n1-c1sc2c(c1C#N)CCCC2
  A: -5; B: 10; C: 1.0; D: 1; E: 0; F: -16; G: -28; H: -12; I: -8
COc1cc(Cn2ccnc2)c(OC)cc1Cn1ccnc1
  A: -1; B: -1; C: 2.2; D: 6; E: 5; F: 7; G: 16; H: 4; I: -9
CCNC(=S)N1CCCC(C(N)=O)C1 (stereo not given)
  A: -1; B: 1; C: 2.2; D: 1; E: -1; F: 3; G: -3; H: 10; I: -6
COc1cc(-c2nnc(CSc3nnc(Nc4ccc(C(C)C)cc4)s3)o2)cc(OC)c1OC
  A: -1; B: 9; C: 1.5; D: 4; E: 3; F: -40; G: 23; H: 52; I: -9
CCc1ccc(N2C(=O)C(Cl)=C(N3CCOCC3)C2=O)cc1
  A: -4; B: 1; C: 1.2; D: 4; E: 7; F: 4; G: -1; H: 6; I: -5
CCOc1ccc(CO/N=C/c2c(C)[nH]c(=O)[nH]c2=O)cc1
  A: 0; B: -14; C: 4.6; D: 12; E: 4; F: -9; G: -17; H: 17; I: -3
CN1C=CC2=C(C#N)C(N)C(C#N)(C#N)C(c3ccccc3)C2C1 (stereo not given)
  A: -5; B: -4; C: 2.7; D: 2; E: 0; F: -3; G: 14; H: -8; I: -20
O=C(O)/C=C/C(=O)NCCNc1ncc(C(F)(F)F)cc1Cl
  A: 7; B: -1; C: 0.2; D: -2; E: 12; F: -1; G: -27; H: 5; I: -1

Next part
Abbreviations – A = Ba/F3 V617F tox; B = NPY-Y2 PAM-ag; C = S1P4 ag; D = NPY Y1 blocker; E = BaF3 tox; F = NCF1 inh; G = NPY1 pot ag; H = CHOP inh; I = S1P4 antagonist
C=CCNC(=O)/C(=C/c1cn(-c2ccccc2)nc1-c1cccc([N+](=O)[O-])c1)NC(=O)c1ccccc1
  A: 6; B: -6; C: -0.2; D: 7; E: 7; F: 3; G: 2; H: 19; I: 4
Cc1cc(C)cc(OCc2nnc(SCC(=O)c3ccccc3)o2)c1
  A: 0; B: -1; C: 0.4; D: 13; E: 5; F: -6; G: -57; H: 51; I: -12
CC(C)NC(=O)c1cnc(Sc2ncc(C(F)(F)F)cc2Cl)n1C
  A: -5; B: 11; C: 0.7; D: 3; E: -1; F: -4; G: 1; H: 6; I: -7
C[n+]1ccc(/C=C/c2ccc(Br)cc2)cc1
  A: 79*; B: 12; C: 2.4; D: 3; E: 83*; F: -5; G: 25; H: -19; I: 11
CCCc1cc(=O)oc2cc(C)cc(O)c12
  A: -2; B: -9; C: -1.6; D: 2; E: 1; F: 147*; G: -28; H: 20; I: 9
COC(=O)c1c(-c2ccccc2)csc1NC(=O)CSc1ncnc2sc(C)c(C)c12
  A: -1; B: -8; C: -0.7; D: 9; E: 3; F: 0; G: -13; H: 11; I: 4
CCn1c(SCC(=O)Nc2ccc(C(=O)OC)cc2)nnc1-c1cccs1
  A: 2; B: -11; C: 0.6; D: 0; E: 3; F: -6; G: -7; H: -4; I: -21
S=c1[nH]nc(-c2ccncc2)n1/N=C/c1ccccc1
  A: 1; B: 8; C: -2.1; D: -1; E: 7; F: 9; G: -8; H: -6; I: 4
Cc1cc(C)c[n+](C2=C([O-])c3ccccc3C(=O)/C2=N\S(=O)(=O)c2cccs2)c1
  A: -1; B: -5; C: 1.8; D: 2; E: 0; F: -14; G: -8; H: -45; I: -8
CCCn1c(NC(=O)c2cccc(S(=O)(=O)N3CCCC3)c2)nc2ccccc21
  A: 1; B: -29; C: -2.1; D: 0; E: 10; F: -14; G: -22; H: ·; I: -7
CC1=[N+]([O-])C(C)(C)CC(C)(C)c2ccccc21
  A: -3; B: -5; C: -2.9; D: 3; E: 3; F: -12; G: -8; H: 10; I: 7
Cc1ccc(SCc2c(C(=O)N/N=C/C3CC=CCC3)nnn2-c2nonc2N)cc1 (stereo not given)
  A: -4; B: 0; C: 0.6; D: ·; E: -4; F: -16; G: 14; H: 36; I: -5
CO/N=C/c1ccc(Sc2ccc(C)cc2)c([N+](=O)[O-])c1
  A: -2; B: 4; C: 0.9; D: 7; E: 5; F: -7; G: -18; H: 49; I: -1
COCc1cc(=O)[nH]c(Nc2nc3ccc(C)cc3o2)n1
  A: 1; B: -5; C: 0.6; D: -2; E: 7; F: -21; G: -18; H: 22; I: -1
CCOc1ccc(NC(=O)CCC(=O)NNS(=O)(=O)c2ccccc2[N+](=O)[O-])cc1
  A: -4; B: 15; C: -2.3; D: -2; E: 3; F: 3; G: 12; H: 2; I: -19
O=C(O)c1cccc(S(=O)(=O)N2CCOCC2)c1
  A: 0; B: -12; C: 5.2; D: 2; E: 0; F: -18; G: -41; H: -12; I: -11
COc1ccc(OC2OC3COC(C)(C)OC3C(O)C2NC(C)=O)cc1 (stereo not given)
  A: -2; B: 21; C: -2.0; D: -1; E: 3; F: -7; G: 1; H: -11; I: 1
CC(=O)C1=C(C)NC(SCc2cccc([N+](=O)[O-])c2)=C(C#N)C1c1ccco1 (stereo not given)
  A: 2; B: -23; C: 1.3; D: 13; E: 5; F: -4; G: -27; H: 25; I: 7
Cn1c(=O)[nH]c2cc3ccccc3cc21
  A: 0; B: 5; C: -1.4; D: -2; E: 7; F: -9; G: -23; H: 11; I: 3
COCCNC(=O)CCC(=O)NNc1nc2ccccc2c2nc(-c3ccccc3)nn12
  A: -2; B: -4; C: 1.8; D: 4; E: 5; F: -5; G: -8; H: 6; I: 4
CC(C)CCNC(=O)CSc1nc2ccccc2c(=O)[nH]1
  A: -1; B: -8; C: -0.8; D: 6; E: 6; F: -16; G: -12; H: -9; I: -4
CCCC(=O)Nc1c(-c2ccccc2)c(=O)c(C)nn1-c1ccccc1
  A: -4; B: 9; C: 0.4; D: ·; E: 23; F: 8; G: 11; H: 10; I: -3
CS(=O)(=O)N1CCc2cc(C(=O)OCC(=O)c3ccccc3)ccc21
  A: 2; B: -7; C: 0.3; D: -5; E: 5; F: -7; G: 11; H: -19; I: -1
